Screens as filed in PubChem BioAssay.
PRC2 inh: EZH2 (human) methyltransferase inhibition | Q15910 | PRC2 H3K27 methylation, DELFIA TRF, 1 h | inhibition, % at 12.5 µM | hit rate 0.35% among 57,000 | AID 651548;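 active = mean inhibition of replicates at least 50% and every single replicate also reaching 50%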;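 note: dimethyl H3K27 on biotinylated H3 21-44 peptide detected by antibody; plate controls were median neutral control wells for no effect and median positive control wells for full effect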
IDH1 R132H inh: inhibitors of human IDH1 R132H. O75874. hit rate 0.18% among 70,000. IDH1 R132H reductase, diaphorase/resazurin fluorescence, 60 min. inhibition, % at 10 µM. AID 624101; in the data active = inhibition above about 34%;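 note: 0% = DMSO and 100% = no enzyme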
Target sequence (O75874 whole entry R132H): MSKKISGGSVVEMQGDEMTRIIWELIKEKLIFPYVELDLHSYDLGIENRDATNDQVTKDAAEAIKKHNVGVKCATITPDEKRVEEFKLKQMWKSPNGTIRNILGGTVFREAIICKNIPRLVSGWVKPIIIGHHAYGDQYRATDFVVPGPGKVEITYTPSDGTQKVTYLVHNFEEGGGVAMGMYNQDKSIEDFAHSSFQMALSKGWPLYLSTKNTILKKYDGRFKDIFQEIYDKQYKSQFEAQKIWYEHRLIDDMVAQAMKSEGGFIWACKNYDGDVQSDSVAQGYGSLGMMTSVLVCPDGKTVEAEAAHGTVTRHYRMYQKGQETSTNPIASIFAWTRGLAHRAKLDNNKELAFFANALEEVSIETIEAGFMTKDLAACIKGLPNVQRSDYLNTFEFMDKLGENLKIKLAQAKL
Starred values were filed as active, the others as inactive; . = no result given. These rows are one share of the data. The share of hits here may be higher or lower than overall.

SMILES | PRC2 inh | IDH1 R132H inh
CN1CCN(C(=O)C2=C[C@H](c3ccccc3)C[C@H](OCCCCO)O2)CC1 | -4 | .
CO[C@H]1CN(C)C(=O)c2cc(NC(=O)c3ccccc3F)ccc2OC[C@H](C)NC[C@H]1C | 1 | 0.0
C[C@H]1CN([C@@H](C)CO)C(=O)c2cc(NC(=O)CCCN(C)C)ccc2O[C@H]1CN(C)Cc1ccc(-c2ccccc2)cc1 | . | 0.1
CNC[C@H]1Oc2cc(C#Cc3ccccn3)ccc2S(=O)(=O)N([C@H](C)CO)C[C@H]1C | -30 | 0.5
O=C(NC1CC1)[C@@H]1c2ccccc2C(=O)N(CC23CC4CC(CC(C4)C2)C3)[C@H]1c1ccc(CO)cc1 | 0 | .
CO[C@@H]1CN(C)C(=O)c2ccc(NS(C)(=O)=O)cc2OC[C@H](C)N(Cc2cncnc2)C[C@H]1C | 4 | -0.4
COC(=O)[C@@H](N)CSC/C=C(\C)CC/C=C(\C)CCC=C(C)C | -9 | 0.4
COc1ccc(C#Cc2ccc3c(c2)O[C@@H](CN(C)C(C)=O)[C@H](C)CN([C@H](C)CO)S3(=O)=O)cc1 | . | -0.5
COCC#Cc1ccc2c(c1)O[C@@H](CN(C)Cc1ccccc1F)[C@H](C)CN([C@H](C)CO)S2(=O)=O | 33 | -2.7
C[C@@H]1CN([C@H](C)CO)C(=O)c2cc(NS(C)(=O)=O)ccc2O[C@@H](C)CCCCO[C@@H]1CN(C)Cc1ccccc1 | 1 | 1.0
O=C(NCc1nc2ccccc2[nH]1)C1=C[C@@H](C2CC2)C[C@@H](OCc2ccc(CO)cc2)O1 | 2 | .
O=C(C[C@@H]1C=C[C@@H](NC(=O)c2cccc(F)c2)[C@@H](CO)O1)NCc1ccccc1 | 1 | -1.0
CO[C@H]1CN(C)C(=O)c2cc(NC(=O)Nc3ccccc3F)ccc2OC[C@H](C)N(C)C[C@H]1C | -6 | 0.3
CCS(=O)(=O)Nc1ccc2c(c1)C(=O)N(C)C[C@H](OC)[C@H](C)CN(CCC(F)(F)F)[C@H](C)CO2 | 3 | 0.0
COc1ccc(S(=O)(=O)Nc2ccc3c(c2)C(=O)N([C@@H](C)CO)C[C@@H](C)[C@@H](CN(C)S(C)(=O)=O)O3)cc1 | . | 0.5
CO[C@@H]1CN(C)C(=O)c2cc(NC(=O)c3ccc4c(c3)OCO4)ccc2OC[C@H](C)N(CCC(F)(F)F)C[C@H]1C | -13 | 1.2
CNC[C@@H]1Oc2c(NS(=O)(=O)c3ccc(C)cc3)cccc2C(=O)N([C@@H](C)CO)C[C@H]1C | 3 | .
C[C@@H]1CN([C@H](C)CO)C(=O)c2cccc(NS(=O)(=O)c3ccc(F)cc3)c2O[C@@H]1CN(C)Cc1ccncc1 | 5 | 5.0
CN(C)CC(=O)Nc1ccc2c(c1)[C@@H]1C[C@H](CC(=O)N3CCOCC3)O[C@H](CO)[C@@H]1O2 | -12 | -1.5
Cc1ccc(S(=O)(=O)N(C)C[C@H]2Oc3ccc(NC(=O)Nc4c(C)noc4C)cc3CC(=O)N([C@H](C)CO)C[C@@H]2C)cc1 | . | 0.0
Cc1noc(C)c1S(=O)(=O)Nc1ccc2c(c1)C(=O)N([C@H](C)CO)C[C@@H](C)[C@@H](CN(C)S(=O)(=O)c1ccccc1)OCCCC[C@H](C)O2 | . | 0.6
COc1cccc(S(=O)(=O)Nc2ccc3c(c2)[C@H]2C[C@@H](CC(=O)NCC(F)(F)F)O[C@@H](CO)[C@H]2O3)c1 | -15 | -0.4
CC(C)NC(=O)N(C)C[C@@H]1Oc2ccc(NC(=O)C3CC3)cc2CC(=O)N([C@H](C)CO)C[C@H]1C | 1 | 1.4
COc1ccc(-c2cnc3c(c2)C(=O)N([C@H](C)CO)C[C@H](C)[C@H](CN(C)C(=O)C2CCOCC2)O3)cc1 | -5 | -0.8
C[C@@H]1CCCCO[C@H](CN(C)C(=O)C2CCCCC2)[C@H](C)CN([C@@H](C)CO)C(=O)c2cc(NC(=O)C3CCCCC3)ccc2O1 | . | -0.7

Further structures follow:
SMILES | PRC2 inh | IDH1 R132H inh
CO[C@@H]1CN(C)C(=O)c2cc(NC(=O)Nc3ccc(Cl)c(Cl)c3)ccc2OC[C@H](C)NC[C@@H]1C | -11 | .
COc1ccc(S(=O)(=O)Nc2cccc3c2O[C@@H](CN(C)C(=O)Nc2ccc4c(c2)OCO4)[C@H](C)CN([C@H](C)CO)C3=O)cc1 | . | -4.6
C[C@H](CO)N1C[C@H](C)[C@H](CN(C)C(=O)Nc2ccc(F)cc2)Oc2ccc(NC(=O)CCC(F)(F)F)cc2C1=O | -6 | .
Cc1noc(C)c1NC(=O)Nc1ccc2c(c1)CC(=O)N([C@@H](C)CO)C[C@@H](C)[C@H](CN(C)C)O2 | . | 2.5
C=CC[C@@H](OC(=O)Nc1ccc(SC)cc1)c1ccc(OCCO)cc1 | 18 | .
CCCN(C)C[C@H]1Oc2cc(C#CC3CCCCC3)ccc2S(=O)(=O)N([C@@H](C)CO)C[C@@H]1C | 18 | 0.4
Oc1ccc([C@H]2Oc3cc(O)cc(O)c3C[C@H]2O)cc1 | 16 | 0.1
Cc1ccc(O)c(NC(=O)c2nc3ncccn3n2)c1 | . | -1.3
C[C@H]1CN([C@@H](C)CO)C(=O)c2cc(/C=C/c3ccccc3)cnc2O[C@H]1CN(C)C(=O)c1cccnc1 | . | 0.0
CC(C)C#Cc1cnc2c(c1)C(=O)N([C@H](C)CO)C[C@@H](C)[C@@H](CN(C)Cc1ccccn1)O2 | . | -0.2
Cc1cc(C(=O)Nc2cccc3c2O[C@H](CN(C)Cc2ccc4c(c2)OCO4)[C@H](C)CN([C@@H](C)CO)C3=O)n(C)n1 | -3 | 0.4
OCCN1CCN(C(=S)NCc2ccco2)CC1 | 12 | -0.9
O=C(C[C@@H]1C[C@H]2c3cc(NC(=O)c4ccc5c(c4)OCO5)ccc3O[C@H]2[C@H](CO)O1)NCc1cccc(F)c1 | -1 | -0.4
C[C@H](CO)N1C[C@H](C)[C@@H](CN(C)S(=O)(=O)c2ccc(F)cc2)Oc2ccc(NC(=O)Cc3cn(C)c4ccccc34)cc2CC1=O | . | -0.2
C[C@H]1CN([C@@H](C)CO)C(=O)c2cc(NS(=O)(=O)c3ccccc3)ccc2O[C@H]1CN(C)Cc1ccncc1 | 14 | 13
COc1c(Cl)cc(C(=O)Nc2ccc(S(=O)(=O)Nc3cc(C)nc(C)n3)cc2)cc1Cl | 23 | -0.2
C[C@@H]1CN([C@@H](C)CO)C(=O)c2cccc(NC(=O)Nc3ccc(F)cc3)c2O[C@@H]1CN(C)Cc1ccc2c(c1)OCO2 | -2 | .
CO[C@@H]1CN(C)C(=O)c2ccc(NC(=O)Nc3ccccc3)cc2OC[C@@H](C)N(C(=O)CC2CC2)C[C@H]1C | 0 | -0.4
C[C@H]1CN([C@@H](C)CO)C(=O)Cc2cc(NC(=O)CCC(F)(F)F)ccc2O[C@H]1CN(C)Cc1ccc(C(F)(F)F)cc1 | . | -0.5
CCCC#Cc1cnc2c(c1)C(=O)N([C@@H](C)CO)C[C@H](C)[C@@H](CN(C)CCC)O2 | -14 | 0.8
COc1ccc(CCNc2nc(-c3ccccn3)cs2)cc1OC | -14 | 0.2
O=C(C[C@H]1CC[C@@H](NC(=O)c2ccccc2)[C@H](CO)O1)Nc1ccc(-c2ccccc2)cc1 | -3 | -0.6
C[C@@H]1CCCCO[C@@H](CN(C)S(C)(=O)=O)[C@@H](C)CN([C@H](C)CO)C(=O)c2cc(NC(=O)CCCN(C)C)ccc2O1 | 10 | .
Cc1ccccc1-c1cnc2c(c1)C(=O)N([C@H](C)CO)C[C@H](C)[C@@H](CN(C)C(=O)c1ccccc1)O2 | . | 0.1
COc1ccc(S(=O)(=O)N(C)C[C@H]2Oc3ccc(NC(=O)CCC(F)(F)F)cc3C(=O)N([C@@H](C)CO)C[C@@H]2C)cc1 | . | -3.3

Taken from the results shown for reference:
SMILES | PRC2 inh | IDH1 R132H inh
CCCC#Cc1cnc2c(c1)C(=O)N([C@@H](C)CO)C[C@H](C)[C@@H](CN(C)CCC)O2 | -14 | 0.8
COc1ccc(CCNc2nc(-c3ccccn3)cs2)cc1OC | -14 | 0.2
O=C(C[C@H]1CC[C@@H](NC(=O)c2ccccc2)[C@H](CO)O1)Nc1ccc(-c2ccccc2)cc1 | -3 | -0.6
C[C@@H]1CCCCO[C@@H](CN(C)S(C)(=O)=O)[C@@H](C)CN([C@H](C)CO)C(=O)c2cc(NC(=O)CCCN(C)C)ccc2O1 | 10 | .
Cc1ccccc1-c1cnc2c(c1)C(=O)N([C@H](C)CO)C[C@H](C)[C@@H](CN(C)C(=O)c1ccccc1)O2 | . | 0.1

Compounds above that contain two or more sulfur atoms:
SMILES | PRC2 inh | IDH1 R132H inh
COc1ccc(S(=O)(=O)Nc2ccc3c(c2)C(=O)N([C@@H](C)CO)C[C@@H](C)[C@@H](CN(C)S(C)(=O)=O)O3)cc1 | . | 0.5
Cc1noc(C)c1S(=O)(=O)Nc1ccc2c(c1)C(=O)N([C@H](C)CO)C[C@@H](C)[C@@H](CN(C)S(=O)(=O)c1ccccc1)OCCCC[C@H](C)O2 | . | 0.6

A draw from above in order of heavy-atom count, falling:
SMILES | PRC2 inh | IDH1 R132H inh
COc1ccc(S(=O)(=O)N(C)C[C@H]2Oc3ccc(NC(=O)CCC(F)(F)F)cc3C(=O)N([C@@H](C)CO)C[C@@H]2C)cc1 | . | -3.3
C[C@H]1CN([C@@H](C)CO)C(=O)c2cc(/C=C/c3ccccc3)cnc2O[C@H]1CN(C)C(=O)c1cccnc1 | . | 0.0
CC(C)C#Cc1cnc2c(c1)C(=O)N([C@H](C)CO)C[C@@H](C)[C@@H](CN(C)Cc1ccccn1)O2 | . | -0.2

The results go on.
SMILES | PRC2 inh | IDH1 R132H inh
Cc1ccccc1Cn1ccc(NC(=O)c2nn3cccnc3c2Cl)n1 | 3 | 0.0
Cc1ccc(S(=O)(=O)Nc2ccc3c(c2)C(=O)N([C@H](C)CO)C[C@@H](C)[C@H](CN(C)C(=O)Cc2ccccc2)OCCCC[C@@H](C)O3)cc1 | . | -4.3
Cc1cccc(NC(=O)C2CC(=O)n3c(nc4ccccc43)N2)c1 (centres undefined) | 5 | -0.3
C[C@H](CO)N1C[C@H](C)[C@H](CN(C)Cc2ccc3c(c2)OCO3)Oc2ccc(NC(=O)Cc3cn(C)c4ccccc34)cc2C1=O | -3 | .
CN(C)c1ccc(/C=C2/C(=O)Nc3ccccc32)cc1 | . | 0.1
CO[C@@H]1CN(C)C(=O)c2ccc(NS(C)(=O)=O)cc2OC[C@H](C)N(C)C[C@H]1C | -2 | 0.3
Cc1ccc(/C=N/NC(=O)CCCCCC(=O)O)o1 | 9 | 1.3
CCOc1ccc2nc(SCC(=O)Nc3ccc(Br)cc3Cl)sc2c1 | 10 | 0.2
COc1ccc(S(=O)(=O)Nc2ccc3c(c2)CC(=O)N([C@@H](C)CO)C[C@@H](C)[C@@H](CN(C)S(=O)(=O)c2ccccc2)O3)cc1 | . | -0.1
CNC[C@@H]1Oc2c(NC(=O)c3ccc(-c4nccs4)cc3)cccc2C(=O)N([C@@H](C)CO)C[C@H]1C | -3 | -5.5
CCOC(=O)c1ccc(NC(=O)CC2Nc3cccc4cccc(c34)NC2=O)cc1 (centres undefined) | -2 | 0.1
CN1CCN(C(=O)C[C@H]2CC[C@H](NC(=O)Cc3ccccn3)[C@@H](CO)O2)CC1 | -9 | -0.6
Cc1noc(C)c1NC(=O)N(C)C[C@@H]1Oc2ccc(NC(=O)Nc3ccccc3)cc2C(=O)N([C@H](C)CO)C[C@H]1C | . | -1.9
C[C@@H]1CCCCO[C@@H](CN(C)C(=O)c2ccncc2)[C@H](C)CN([C@H](C)CO)C(=O)c2cc(NC(=O)C3CCCCC3)ccc2O1 | 5 | .
C[C@H]1CN([C@@H](C)CO)C(=O)c2cc(NC(=O)Cn3cnnn3)ccc2O[C@H]1CN(C)C(=O)Nc1ccc2c(c1)OCO2 | . | -0.1
CO[C@@H](CN(C)S(=O)(=O)c1ccc(C)cc1)[C@@H](C)CN([C@H](C)CO)S(=O)(=O)c1cccc(Cl)c1 | 5 | -0.9
C[C@@H]1CN([C@@H](C)CO)C(=O)c2cc(NC(=O)c3ccncc3)ccc2O[C@@H]1CN(C)Cc1ccc(C(=O)O)cc1 | -3 | .
COCC#Cc1ccc2c(c1)O[C@H](CN(C)CC1CCOCC1)[C@H](C)CN([C@H](C)CO)S2(=O)=O | 0 | -1.6
CNC[C@H]1Oc2c(NC(=O)NC(C)C)cccc2C(=O)N([C@@H](C)CO)C[C@H]1C | -11 | 2.4
O=C(C[C@H]1C=C[C@@H](NC(=O)c2cnccn2)[C@H](CO)O1)NCc1ccccc1F | 12 | 0.0
CNC[C@@H]1Oc2ccc(NS(C)(=O)=O)cc2CC(=O)N([C@H](C)CO)C[C@H]1C | 3 | 3.6
O=C(Cn1cc(C(=O)C2CC2)c2ccccc21)Nc1ccccc1C(F)(F)F | 9 | 0.0
CCCN(C)C[C@H]1Oc2ncc(-c3cccnc3)cc2C(=O)N([C@@H](C)CO)C[C@@H]1C | -16 | -0.1
C[C@H](CO)N1C[C@H](C)[C@H](CN(C)Cc2cccc(C(F)(F)F)c2)Oc2ncc(Br)cc2C1=O | 20 | 26
C[C@@H]1CN([C@@H](C)CO)C(=O)c2cc(NS(=O)(=O)c3cccs3)ccc2O[C@@H]1CN(C)C(=O)Nc1ccc(C(F)(F)F)cc1 | . | 0.4
O=C(C[C@@H]1C=C[C@H](NC(=O)c2ccncc2)[C@H](CO)O1)NCC1CC1 | 15 | -0.1
CO[C@@H]1CN(C)C(=O)c2cc(NC(=O)Nc3ccccc3F)ccc2OC[C@@H](C)N(CC2CC2)C[C@H]1C | -12 | 0.6
CCS(=O)(=O)N[C@H]1CC[C@@H](CC(=O)Nc2ccc(-c3ccccc3)cc2)O[C@@H]1CO | 11 | -0.3
COc1ccc(S(=O)(=O)Nc2cccc3c2O[C@@H](CN(C)S(=O)(=O)c2ccc(C)cc2)[C@H](C)CN([C@@H](C)CO)C3=O)cc1 | . | 0.1
CO[C@H]1CN(C)C(=O)c2cc(NC(C)=O)ccc2OC[C@H](C)N(Cc2cccc(F)c2)C[C@H]1C | -1 | 0.1
